FBPA coupling cs: counter-screen for Giardia aldolase inhibitors: coupling enzyme system; hit rate 0.67% among 290,000; coupling enzyme system counterscreen, AmpLite Red fluorescence; activity change, negative = inhibition, % at 58.2 µM, hits read low; in the data active = activity change below about -30%
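Coupling enzymes only (glyceraldehyde-3-phosphate) + compound, at 57.5 uM final, 10 min RT; add substrate/coupling/AmpLite Red mix, 20 min RT; fluorescence ex 525/em 598 nm. Actives flag coupling-system interference.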
* hit, by the source's call; & = joins results of further samples. % is scaled to controls: 0 for no effect and ±100 for the full control effect.

Sample of the layout, 5 compounds:
SMILES | FBPA coupling cs
COC(=O)C1(CC(C)C)C=C2C(=C(C)C(=O)C2C)CN1 (centres undefined) | -2
CCCCCCCCCCCCCCCCCCOC[C@@H](O)COP(=O)([O-])OCC[N+](C)(C)C | 1
COc1cccc(Nc2ncc3ncc(=O)n(C4CC4)c3n2)c1 | -3
Cc1ccc(S(=O)(=O)N[C@H]2COC(=O)C/C=C\[C@@H](C)[C@H](NS(=O)(=O)c3ccc(C)cc3)COC(=O)C/C=C\[C@H]2C)cc1 | 0
CCCCCc1cc(=O)oc2c(C(CCN3CCCC3)c3ccc4c(c3)OCO4)c(OC)cc(OC)c12 (centres undefined) | 2

Results, repeating the preview:
SMILES | FBPA coupling cs
COC(=O)C1(CC(C)C)C=C2C(=C(C)C(=O)C2C)CN1 (centres undefined) | -2
CCCCCCCCCCCCCCCCCCOC[C@@H](O)COP(=O)([O-])OCC[N+](C)(C)C | 1
COc1cccc(Nc2ncc3ncc(=O)n(C4CC4)c3n2)c1 | -3
Cc1ccc(S(=O)(=O)N[C@H]2COC(=O)C/C=C\[C@@H](C)[C@H](NS(=O)(=O)c3ccc(C)cc3)COC(=O)C/C=C\[C@H]2C)cc1 | 0
CCCCCc1cc(=O)oc2c(C(CCN3CCCC3)c3ccc4c(c3)OCO4)c(OC)cc(OC)c12 (centres undefined) | 2
O=S(=O)(c1ccccc1)N1CCC[C@@]2(CCN(C(c3ccccc3)c3ccccc3)C2)C1 | 1
O=C(Nc1ccccc1)N1CCC2(CC1)CCN(C(=O)c1ccncc1)CC2 | -2
COc1ccc(CNc2ncncc2-c2ccccc2Cl)c(OC)c1 | 10
N[C@@H]1CCN(O)C1=O | 0&2
COCCNc1nc(-c2ccccc2Cl)nc2ccccc12 | 3
COC(=O)NC(CC(C)=O)c1ccc(Cl)cc1 (centres undefined) | 1
O=C(O)c1sccc1S(=O)(=O)Nc1ccc(Cl)cc1 | -3
Nc1ccc(O)c(C(=O)O)c1 | -46*
CC(C)C[C@@H](CC(=O)N[C@H](CC(=O)N[C@@H]1CCNC[C@H]1C(=O)N[C@H](CC(=O)N[C@@H](CCC(=O)O)CC(=O)O)Cc1c[nH]c2ccccc12)C(C)C)NC(=O)[C@@H]1CCCC[C@H]1N | -1
CN1CCc2nc(-c3ccccc3)c(-c3ccccc3)cc2C1 | 1
c1ccc(Nc2ncncc2-c2ccc3c(c2)OCO3)cc1 | 2
CCCCCCCc1cc2c(cn1)C(=O)C(C)(OC(C)=O)C(O)=C2Cl (centres undefined) | -2
COC(=O)N1C(c2ccccc2)=Cc2ccccc2C1CC(C)=O (centres undefined) | 0
CC1(OC(=O)c2ccco2)C(=O)C2=COC(C3CC3)=CC2=C(Br)C1=O (centres undefined) | 0
O=c1cc(-c2ccc(O)cc2)oc2c([C@@H]3O[C@H](CO)[C@@H](O)[C@H](O)[C@H]3O)c(O)cc(O)c12 | -1
CCNc1ncc2nc(-c3cn(C)c4ccccc34)c(=O)n(Cc3ccc(F)cc3)c2n1 | 2
Cc1cc(=O)oc2cc(NC(=O)C(CCCCN)NC(=O)C(CC3CCCCC3)NC(=O)OCC3c4ccccc4-c4ccccc43)ccc12 (centres undefined) | 2
COCCNC(=O)[C@H](C)[C@@H]1C[C@@]1(C)[C@@H](NC(=O)OCc1ccccc1)c1ccccc1 | -1
N#Cc1ccc(CN2CC3(CCN(C(=O)c4cccc(F)c4)CC3)C2)cc1 | -6
COc1cccc(-c2nnc3n2N=C(c2ccccc2OC)CS3)c1 | -4
Following part
SMILES | FBPA coupling cs
C[C@@H](C(=O)O)c1ccc(N2Cc3ccccc3C2=O)cc1 | 0
CCCNC(=O)OC[C@@H]1O[C@H](CCO/N=C(\C)CCN2CCc3nc(CC)c(CC)cc3C2)C=C[C@@H]1Oc1ccc(OC)cc1 | 0
CCCCCC/C=C\CCCCCCCc1cccc(O)c1C(=O)O | 12
N#Cc1cccc(-c2nc3cnc(Nc4ccccc4)nc3n(C[C@H]3CCCO3)c2=O)c1 | 5
O=C(OCCO)c1ccccc1O | 3
COCCn1c(=O)c(CCc2ccccc2)nc2cncnc21 | 2
COc1ccc(COC2OC[C@]3(C)[C@H]4C5=C(CN3C(=O)OC(C)(C)C)[C@H](C)C(CO)C(CO)C5CC[C@@H]24)cc1 (some centres undefined) | 2
COC(=O)N1CC=CC1(C)C(=O)NCC1CC1 (centres undefined) | 4
O=S(=O)(CCc1ccccc1)c1nnnn1C1CCCCC1 | 1
COC(=O)C1(Cc2ccccc2)C2c3cc(C(=O)N4CCCC4)n(Cc4ccc(OC(F)(F)F)cc4)c3CC2CN1C(=O)c1ccccc1 (centres undefined) | -6
Fc1ccc(Nc2ncncc2-c2ccccc2C(F)(F)F)cc1 | -1
CN1CCN(c2ncc3nc(-c4ccc(Cl)cc4)c(=O)n(CCC#N)c3n2)CC1 | 5
O=C(c1cccc(F)c1)N1CCC2(CCCN(c3ccccc3)C2)CC1 | 4
CCN1C(=O)[C@H]2[C@H]3[C@H](O)[C@H](O)C/C(=N/NC(=O)OCc4ccc(OC)cc4)[C@@H]3CC[C@@H]2C1=O | 2
COc1ccc2c(=O)ccoc2c1 | 4
C/C(CCN1CCCc2nc(C)c(C)cc21)=N\O[C@@H](C)c1cc(-c2c(C)cc(C)cc2C)no1 | 1
CCOC(OCC)OCC | -2
COc1ccc(C(=O)N2CCC3(CC2)CN(c2ccc(-c4ccccc4)cc2)C3)cc1 | 4
COc1ccc(/C=C/NC(=O)c2ccc(OC)cc2)cc1 | 0
COc1cccc(CS(=O)(=O)c2nnnn2-c2ccc(F)cc2Br)c1 | 3
COCC(=O)N1CCC[C@@]2(CCN(Cc3ccc(C#N)cc3)C2)C1 | -1
CCC(=O)OCC(=O)[C@@]1(OC(=O)CC)[C@@H](C)C[C@@H]2[C@H]3CCC4=CC(=O)C=C[C@]4(C)[C@@]3(F)[C@@H](O)C[C@@]21C | -1
COC(=O)[C@@H](NC(=O)O[C@@H]1C(=O)c2cc(OC)ccc2O[C@H]1c1cccc(OC)c1)C(C)C | 1
c1cncc(CNc2ccnc(-c3cccnc3)n2)c1 | 0
COc1ccc(C(=O)c2ccc(O)cc2)c(O)c1O | -10
Remaining list, next part.
SMILES | FBPA coupling cs
CS(=O)(=O)N1CCC2(CCCN(C(=O)Nc3cccc(C#N)c3)C2)CC1 | -3
N[C@H](C(=O)O)c1cccc(O)c1 | 2&2
Cc1noc(C)c1C(=O)N1CCC2(CC1)CCN(c1ncccn1)CC2 | 1
COC(=O)[C@H](COC(C)(C)C)NC(=O)O[C@@H]1C(=O)c2cc(Br)ccc2O[C@H]1c1cccc(OC)c1 | 0
Nc1nc2c(ncn2[C@@H]2O[C@H](CO)[C@@H](O)[C@H]2O)c(=O)[nH]1 | 0
Cc1c2oc3c(C)ccc(C(=O)N[C@@H]4C(=O)N[C@@H](C(C)C)C(=O)N5CCC[C@@H]5C(=O)N(C)CC(=O)N(C)[C@@H](C(C)C)C(=O)O[C@H]4C)c3nc-2c(C(=O)N[C@@H]2C(=O)N[C@@H](C(C)C)C(=O)N3CCC[C@@H]3C(=O)N(C)CC(=O)N(C)[C@@H](C(C)C)C(=O)O[C@H]2C)c(N)c1=O | -27
CCN1C(C)=C(C(=O)OC(C)C)C(c2ccccc2Cl)C(C(=O)O)=C1C(=O)O (centres undefined) | 0
COc1ccccc1CN1CCCC2(CCN(C(=O)c3cccc(F)c3)CC2)C1 | 5
COCCNC(=O)COc1ccc(OCCNC[C@@H](O)COc2ccccc2)cc1 | -2
CC(=O)N(C)C | 1
O=C(c1ccco1)N1CCC2(CC1)CN(c1ccccn1)C2 | -5
COCCn1c(=O)cnc2cnc(Nc3ccccc3)nc21 | -1
COC(=O)C1(C)C=CCN1C(=O)c1ccccc1 (centres undefined) | 9
CC(=O)N1CCC2(CCCN(c3ncccn3)C2)CC1 | -1
CN(C)c1ccc(-c2nccc(NCc3ccccc3)n2)cc1 | -7
C/C=C\C1=C(CO)[C@H](O)[C@H]2O[C@H]2[C@H]1O | 1
COCCn1c(=O)c(-c2cccs2)nc2cnc(N3CCOCC3)nc21 | 3
C=C(C(C)=O)C(O)c1ccc2ccccc2c1 (centres undefined) | -3
CC(=O)OC[C@@H]1O[C@H](CCON=C(C)C)C=C[C@@H]1OC(C)=O | 0
N#Cc1cccc(-c2nc3cnc(N4CCNCC4)nc3n(C3CC3)c2=O)c1 | 1
COC(=O)[C@@]1(Cc2ccc(OC)cc2)[C@H]2c3cc(C(=O)N4CCCC4)n(CCc4ccccn4)c3C[C@H]2CN1C(=O)c1ccccc1 | 0
CCNc1ncc2nc(-c3cc(F)cc(F)c3)c(=O)n(Cc3cccs3)c2n1 | 1
COc1ccc(OC2C=CC(C#Cc3ccc(C(C)(C)C)cc3)OC2CO)cc1 (centres undefined) | -2
COC(=O)N1CCC2(CCCN(C(=O)Nc3ccc(OC)cc3)C2)CC1 | 0
O=c1c(-c2cccc(F)c2)nc2cncnc2n1C1CC1 | 2
(more compounds)
SMILES | FBPA coupling cs
COc1cccc(-c2cncnc2NCCc2c[nH]c3ccc(OC)cc23)c1 | -15
CCCn1c(C)nc2c(NC3CCN(Cc4ccccc4)C3)nc(C)nc21 (centres undefined) | 0
COc1ccc(C(=O)N2CCC3(CCCN(Cc4cc(C(F)(F)F)cc(C(F)(F)F)c4)C3)CC2)cc1 | -6
Cn1cccc1C(=O)N1CCC2(CC1)CCN(c1ccncc1)CC2 | 3
CS(=O)(=O)N1CCC2(CCN(c3ccccn3)CC2)CC1 | 1
Cc1cccc(CNc2cc(-c3ccccc3CN(C)C)ncn2)c1 | -2
O=C(NC1CCN(Cc2ccccc2)CC1)c1ccc(I)cc1 | 4
CC(C)c1c(O)c(-c2cc3c(c(C(C)C)c2O)CCC2C(C)(C)CCC[C@@]32C)cc2c1CCC1C(C)(C)CCC[C@@]21C (some centres undefined) | 13
COC(=O)c1nnc(N[C@@H](Cc2c[nH]c3ccccc23)C(=O)OC)nc1C(=O)OC | 1
CCNc1ncc2nc(CCc3ccccc3)c(=O)n(CCOC)c2n1 | 2
COc1cccc(Cn2c(=O)c(-c3ccc(Cl)cc3)nc3cnc(N4CCNCC4)nc32)c1 | -2
COc1ccc(O[C@H]2C=C[C@@H](c3ccccc3)O[C@H]2COC(=O)CC/C(C)=N\O[C@@H](C)c2cc(-c3c(C)cc(C)cc3C)no2)cc1 | 0
CCNc1ncc2ncc(=O)n(CCOC)c2n1 | 4
O=C1[C@H]2[C@H]3[C@H](O)[C@H](O)C/C(=N/OCc4ccccc4)[C@@H]3CC[C@@H]2C(=O)N1Cc1ccc2c(c1)OCO2 | 0
NC(C(=O)O)C(O)C(=O)O (centres undefined) | 1
O=c1c(O)c(-c2ccccc2)oc2cc(O)ccc12 | 1
CCC(=O)CC(NC(=O)OC)c1ccccc1 (centres undefined) | 0
COc1ccc(NC(=O)N2CC[C@@]3(CCCN(C(=O)c4cc(C(F)(F)F)cc(C(F)(F)F)c4)C3)C2)cc1 | -1
CS(C)(=O)=O | 4
COc1ccc(-n2c(=O)cnc3cnc(N4CCNCC4)nc32)cc1 | -2
CCOC(=O)CCN1C(=O)[C@H]2[C@H]3[C@H](O)[C@H](O)C/C(=N/OCc4ccccc4)[C@@H]3CC[C@@H]2C1=O | 2
COc1ccc2c(c1)C(=O)[C@@H](OC(=O)NC1CCCC1)[C@H](c1ccc(OC)c(Br)c1)O2 | 0
CC[C@H](C)[C@H](NC(=O)[C@H](CCCNC(=N)N)NC(=O)[C@@H](NC(=O)[C@H](CCCNC(=N)N)NC(=O)[C@H](CCCCN)NC(=O)[C@H](CCCNC(=N)N)NC(=O)[C@@H](NC(=O)[C@H](CC(N)=O)NC(=O)[C@@H](N)CS)[C@@H](C)O)[C@@H](C)CC)C(=O)N[C@@H](CCC(N)=O)C(=O)N[C@@H](CCCNC(=N)N)C(=O)NCC(=O)N1CCC[C@H]1C(=O)NCC(=O)N[C@@H](CCCNC(=N)N)C(=O)N[C@@H](C)C(=O)N[C@@H](Cc1ccccc1)C(=O)N[C@H](C(=O)N[C@H](C(=O)N[C@H](C(=O)NCC(=O)N[C@@H](CCCCN)C(=O)O)[C@@H](C)CC)[C@@H](C)O)C(C)C | 0
Cc1ccc(CNC(=O)[C@]2(C(F)(F)F)C[C@H](CCc3ccccc3)CCCO2)o1 | 0
C[N+]1(C)CCC[C@H]1C(=O)[O-] | 6&0

Copied from the list:
CCC(=O)CC(NC(=O)OC)c1ccccc1 (centres undefined) in FBPA coupling cs → 0
Cc1ccc(CNC(=O)[C@]2(C(F)(F)F)C[C@H](CCc3ccccc3)CCCO2)o1 in FBPA coupling cs → 0
COc1ccc(O[C@H]2C=C[C@@H](c3ccccc3)O[C@H]2COC(=O)CC/C(C)=N\O[C@@H](C)c2cc(-c3c(C)cc(C)cc3C)no2)cc1 in FBPA coupling cs → 0
CS(C)(=O)=O in FBPA coupling cs → 4

Later entries:
SMILES | FBPA coupling cs
COC(=O)[C@@]1(Cc2ccc(OC)cc2)[C@H]2c3cc(C(=O)N(C)C)n(Cc4ccc(S(C)(=O)=O)cc4)c3C[C@H]2CN1C(=O)c1ccccc1 | -1
Cc1cccc(CNc2cc(-c3ccccc3C)ncn2)c1 | 0
CCOC(=O)/C=C/CCCC=O | 2
Cc1ccccc1-c1nc(NC2CCNCC2)c2ccccc2n1 | 1
CO[C@H]1COC(=O)CCC[C@H](C)[C@@H](OC)COC(=O)C/C=C\[C@@H]1C | 1
Cc1nc2cnc(Nc3ccccc3)nc2n(CCC#N)c1=O | 2
COc1ccc(CNc2ncncc2-c2ccccc2OC)c(OC)c1 | -3
Nc1ncnc2c1c(I)cn2C1OC(CO)C(O)C1O (centres undefined) | -1
O=C(Cl)CCCCCCCC(=O)Cl | -3
CC(=O)NCCNc1ncnc2ccc(-c3c(C)noc3C)cc12 | 1
COc1cccc(-c2cc(=O)c3cc(NC(=O)c4ccc(C)cc4)ccc3[nH]2)c1 | -1
COC(=O)CC1C(C)(C)C(OC(C)=O)C2[C@H](OC(C)=O)[C@]34O[C@]2(O)[C@]1(C)C3CC[C@]1(C)C4=CC(=O)OC1c1ccoc1 (some centres undefined) | -10

An excerpt from above in order of SMILES length, high to low.
SMILES | FBPA coupling cs
CC(=O)OC[C@@H]1O[C@H](CCON=C(C)C)C=C[C@@H]1OC(C)=O | 0
COCCNc1nc(-c2ccccc2Cl)nc2ccccc12 | 3
c1cncc(CNc2ccnc(-c3cccnc3)n2)c1 | 0

Not all compounds are listed (hit frequency here may not be typical).
